Source: PubChem BioAssay (several laboratories)
p97 ATPase inh: human p97 ATPase inhibition; 220,000 tested, 0.42% active; recombinant p97 ATPase, Kinase-Glo ATP luminescence, 3 h; inhibition, % at 8 µM; P55072; in the data active means inhibition above about 15%;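 further: 0% = DMSO vehicle and 100% = wells lacking enzyme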
14-3-3 Bad PPI: disrupts binding of bovine 14-3-3 zeta to phospho-Bad peptide; AID 781; inhibition, % at 21.7 µM; 220,000 tested, 0.71% active; P63103; TR-FRET 14-3-3zeta/Dy647-pBad peptide displacement, 1 h;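 active means inhibition above about 70%, limit read from the data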;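 further: 0% = full 14-3-3 plus peptide FRET controls and 100% = background without 14-3-3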
eIF4E-4G inh: inhibitors of eIF4E and eIF4G interaction in translation initiation; inhibition, % at 21.7 µM; AID 782; 220,000 tested, 0.37% active; TR-FRET eIF4E-eIF4GI(517-606) binding, 2 h; P63073+Q04637;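 active means inhibition above about 30%, limit read from the data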;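 further: 0% = full FRET control wells and 100% = background wells lacking eIF4GI fragment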
Rad51 HR inh: blocks human Rad51 in homologous recombination; Q06609; hRad51 DNA strand exchange, fluorescence dequenching; inhibition, % at 10 µM; 200,000 tested, 0.085% active; AID 1385;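 active means inhibition above 40% at the single screening dose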;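 further: 0% = DMSO control wells and 100% = blanks with heterologous ssDNA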
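Assay system: Human Rad51 nucleoprotein filaments preassembled on unlabelled ssDNA | Reagent: Donor/quencher-labelled 47-bp dsDNA substrate | Doses: One concentration, 10 µM final | Times: 37 °C 15-min filament assembly, 30-min compound preincubation, 15-min exchange | Technique: Fluorescein emission 520 nm, excitation 485 nm | Benchmarks: Plate control and blank wells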
KLK5 inh: kallikrein 5 (human) inhibition; Q9Y337; recombinant hK5, fluorogenic AMC substrate cleavage; inhibition, % at 5 µM; 210,000 tested, 0.59% active;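 active means inhibition of 40% or more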;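 further: 0% = enzyme controls without compound and 100% = no-enzyme blanks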
FXIIa inh 1536: blocks human coagulation factor XIIa protease activity | P00748 | purified FXIIa, Boc-QGR-AMC fluorogenic substrate, 2 h | inhibition, % at 5 µM | 220,000 tested, 0.3% active | AID 800; in the data active means inhibition above about 40%;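 further: 0% = enzyme with no compound and 100% = blank without enzyme; many of its hits are not listed in these tables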
Wee1 stabilizer: blocks degradation of human Wee1 kinase | AID 1321 | reporter increase, % at 5 µM | 220,000 tested, 1.2% active | P30291 | HeLa Luc-Wee1K328M stability, luciferase luminescence; 100% = proteasome inhibitor MG132 effect;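 active means activation above the mean of all tested compounds plus 3 SD, set per screening run, cut at about 8.8% in these data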;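 further: cells exposed to compound for 20 h before luminescence read; 0% = DMSO alone and 100% = MG132 at 30 µM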
Mdm2 ligase inh: Mdm2 E3 ligase (human) inhibition. Q00987. cell-based MDM2 ubiquitination luciferase reporter, 2 h; 0 = plate control, 100 = twice control, blank-subtracted. signal enhancement, % at 5 µM. 210,000 tested, 0.11% active. AID 1230;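 active means signal enhancement of 30% or more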;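 further: luminescence tracks abundance of the self-degrading MDM2-luciferase fusion protein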
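Assay system: stable mammalian line carrying autodegrading MDM2–luciferase fusion reporter; amount: 2000 cells seeded into each well; buffer or medium: DMEM; benchmarks: plate control and blank wells; signal: luciferase luminescence; timing: 2 h compound exposure at 37 °C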
FXIa inh: inhibitors of human coagulation factor XIa | purified FXIa, Boc-Glu-Ala-Arg-AMC fluorogenic substrate | inhibition, % at 5 µM | 220,000 tested, 0.14% active;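 active means inhibition of at least 40%; inactive means inhibition below 40%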;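 further: fluorescence of freed AMC excited at 355 nm; 0% = enzyme without compound and 100% = no enzyme blank; many of its hits are not listed in these tables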
An asterisk follows results filed as active; nt = no result given; [ ] = another dose, or the depositor's remark.

1: Cc1nnc(NC(=O)CSc2nnc(-c3ccccc3)n2C)s1
2: CC(=O)N1CCN=C1SCc1ccc(Br)cc1
3: C/C(=N/NC(=O)CCCOc1ccc(Cl)cc1Cl)c1ccc(C)o1
4: Cc1ccccc1CNCc1cccnc1
5: CCOc1ccccc1Nc1nc(-c2sc(NC(=O)c3ccccc3)nc2C)cs1
6: OCC1(C2=NOC(O)(C(F)(F)F)C2)CCCCC1 (configuration not stated)
7: O=C(Cn1cnc2cc([N+](=O)[O-])ccc2c1=O)Nc1ccc2c(c1)OCO2
8: CCOc1ccc(NC(=O)C2CCC(C)(C(=O)O)C2(C)C)cc1 (configuration not stated)

entry no.,1,2,3,4,5,6,7,8
p97 ATPase inh,-1.6,-0.2,-5.4,1.7,-7.9,-4.2,2.2,6.1
14-3-3 Bad PPI,-5.8,1.5,-23.0,-4.8[fluorescence artefact?],40.2,-9.0,-9.8,-3.8
eIF4E-4G inh,2.7,-0.9[fluorescence artefact?],3.0,-5.2[fluorescence artefact?],-16.5,-7.3[fluorescence artefact?],-0.2,0.3[fluorescence artefact?]
Rad51 HR inh,nt,4.5,3.6,7.1,2.1,-3.6,14.4,5.0
KLK5 inh,nt,-5.5,-20.1,-11.0,-8.7,-26.8,-0.1,-7.2
FXIIa inh 1536,13.0,9.9,12.0,4.0,-0.5,5.9,6.3,17.3
Wee1 stabilizer,2.3,-1.0,-1.3,-0.2,4.0,0.2,-1.0,-0.6
Mdm2 ligase inh,nt,-21.1,1.9,-6.6,-9.6,-7.8,2.4,1.0
FXIa inh,-2.5,4.8,-3.3,2.6,-4.5,-16.5,0.2,2.0

9: CCC(=O)Nc1cccc(C2=NOC3(C2)C[C@@H](C(N)=O)N(C(=O)C2(C)CC2)C3)c1 (some centres not stated)
10: O=C(NCC1CCCO1)c1csc(Nc2cccc3ccccc23)n1 (configuration not stated)
11: Cc1ccc(-c2nn(-c3ccccc3)cc2C2CC(c3cccs3)=NN2C(=O)CCC(=O)O)cc1 (configuration not stated)
12: CCOc1ccc(NC(=S)N(CCc2c(C)[nH]c3ccc(C)cc23)Cc2ccco2)cc1
13: N#Cc1c(NC(=O)CSc2ncn[nH]2)sc2c1CCCC2
14: O=S1(=O)C=C(SCc2ccc(F)cc2)Nc2ccccc21
15: Cn1cccc1Cc1nnc(SCC(=O)Nc2cccc(F)c2)n1-c1ccc(F)cc1
16: O=C(O)Cc1cc2c(s1)CCCCC2

entry no.,9,10,11,12,13,14,15,16
p97 ATPase inh,nt,-7.5,-2.8,7.9,0.9,4.9,1.2,5.0
14-3-3 Bad PPI,-4.2,1.7,-4.6[fluorescence artefact?],-3.5,3.9,1.4,3.5,-1.1
eIF4E-4G inh,4.6,1.2,3.7[fluorescence artefact?],-8.3[fluorescence artefact?],0.0,3.6,1.3,-7.3[fluorescence artefact?]
Rad51 HR inh,-14.7,-7.0,nt,nt,-2.4,-24.7,-1.2,-3.8
KLK5 inh,3.3,-0.3,-0.7,-6.3,-6.5,-11.5,-9.1,-10.4
FXIIa inh 1536,9.8,0.6,0.2,8.1,15.1,-1.2,-1.8,8.6
Wee1 stabilizer,nt,2.8,-0.8,-1.7,-3.3,0.7,1.8,-0.9
Mdm2 ligase inh,-10.5,11.3,-9.4,nt,-11.6,-10.5,-16.1,-2.9
FXIa inh,4.7,-6.0,-9.8,7.5,4.4,-6.4,-4.8,-12.6

17: Cc1cc(C(=O)O/N=C(\N)c2ccncc2)ccc1[N+](=O)[O-]
18: COc1ccccc1NC(=O)Cc1nnc(SCC(=O)Nc2ccccc2F)n1C
19: CCCC1CC(=O)OC1(C)C(=O)CSc1n[nH]c(-c2ccccc2)n1 (configuration not stated)
20: Cc1ccnc(NC(=O)CCC(=O)N(CC(=O)NCCc2ccccc2)Cc2cccs2)c1
21: CN(C)CCOCCSc1ccc(Cl)cc1
22: CCOC(=O)N1CCN(C(=O)c2ccc(CSc3ccc(Cl)cc3)cc2)CC1
23: O=C1N(C2CCCC2)C[C@@H]2C[C@@H](c3cccn3-c3ccccn3)N3CCC[C@@]123
24: Cn1c(=O)[nH]c2cc3ccccc3cc21

entry no.,17,18,19,20,21,22,23,24
p97 ATPase inh,-5.1,-3.2,-0.1,-0.8,-3.0,-3.0,-1.5,2.5
14-3-3 Bad PPI,-4.0,-2.2,17.6,-9.8,13.5,-2.7,-2.9,11.9[fluorescence artefact?]
eIF4E-4G inh,0.9,-0.9,-1.7,3.1,-3.8,-1.8,-3.3,0.4[fluorescence artefact?]
Rad51 HR inh,-13.6,-2.8,2.8,6.1,-9.9,24.9,nt,-8.0
KLK5 inh,0.6,27.1,-12.6,-4.5,4.5,-3.4,nt,4.4
FXIIa inh 1536,-4.5,15.3,9.2,2.3,17.6,5.5,6.2,7.6
Wee1 stabilizer,5.3,0.4,2.8,0.2,2.4,2.9,-2.7,0.2
Mdm2 ligase inh,-15.2,-89.9,1.2,2.1,-2.9,-1.6,-19.6,16.0
FXIa inh,-3.4,24.7,-0.9,-1.9,-8.6,0.2,-3.7,4.7

25: Cc1ccc(-n2c(Cn3ncc4ccccc4c3=O)n[nH]c2=S)cc1
26: CCN(CC)C(=O)C1(P(=O)(c2ccccc2)c2ccccc2)CCC1
27: O=C(NC(=S)NC(=O)c1ccccc1F)c1ccccc1F
28: CC1(C)NC(=O)N(CC(O)CN2C(=O)CCC2=O)C1=O (configuration not stated)
29: COCCCn1c(SCC(=O)NC2CCCC2)nnc1-c1ccco1
30: Cc1ccc(CSCC(=O)N2CCN(c3ccccc3)CC2)cc1
31: Cc1nc2ccccc2cc1C(=O)NCc1ccc(F)cc1
32: NC(=O)C(c1ccccc1)c1ncc(C(F)(F)F)cc1Cl (configuration not stated)

entry no.,25,26,27,28,29,30,31,32
p97 ATPase inh,1.2,-5.8,2.0,4.4,3.5,-0.5,4.7,5.7
14-3-3 Bad PPI,-6.0,-0.3,-9.3[fluorescence artefact?],-1.4[fluorescence artefact?],-9.8[fluorescence artefact?],5.2[fluorescence artefact?],-2.8,-4.9
eIF4E-4G inh,4.7,-3.2,7.6,2.4[fluorescence artefact?],7.3,4.0,0.7,0.5
Rad51 HR inh,17.7,nt,4.5,-2.0,nt,10.4,3.5,-1.3
KLK5 inh,-5.4,14.0,-18.8,-21.1,-19.9,-5.7,-3.3,-9.4
FXIIa inh 1536,2.6,19.4,11.1,14.2,-3.8,-1.5,6.4,-6.1
Wee1 stabilizer,-1.1,0.9,-2.0,-1.8,-0.8,-2.2,-4.6,2.0
Mdm2 ligase inh,-13.7,-4.5,8.6,-15.2,-12.4,-11.2,-10.1,-12.8
FXIa inh,1.4,8.3,5.7,6.2,-8.4,-0.5,-5.7,-9.6

Five records drawn at random from the list so far:
16: O=C(O)Cc1cc2c(s1)CCCCC2
22: CCOC(=O)N1CCN(C(=O)c2ccc(CSc3ccc(Cl)cc3)cc2)CC1
4: Cc1ccccc1CNCc1cccnc1
18: COc1ccccc1NC(=O)Cc1nnc(SCC(=O)Nc2ccccc2F)n1C
10: O=C(NCC1CCCO1)c1csc(Nc2cccc3ccccc23)n1 (configuration not stated)

entry no.,16,22,4,18,10
p97 ATPase inh,5.0,-3.0,1.7,-3.2,-7.5
14-3-3 Bad PPI,-1.1,-2.7,-4.8[fluorescence artefact?],-2.2,1.7
eIF4E-4G inh,-7.3[fluorescence artefact?],-1.8,-5.2[fluorescence artefact?],-0.9,1.2
Rad51 HR inh,-3.8,24.9,7.1,-2.8,-7.0
KLK5 inh,-10.4,-3.4,-11.0,27.1,-0.3
FXIIa inh 1536,8.6,5.5,4.0,15.3,0.6
Wee1 stabilizer,-0.9,2.9,-0.2,0.4,2.8
Mdm2 ligase inh,-2.9,-1.6,-6.6,-89.9,11.3
FXIa inh,-12.6,0.2,2.6,24.7,-6.0

Continuation.
33: O=C(c1cccc(-n2cnnn2)c1)N1CC=C(c2ccccc2)CC1
34: COC(=O)c1ccccc1Nc1ccccc1
35: CCc1nnc(NS(=O)(=O)c2ccc(NS(=O)(=O)c3ccc(NC(C)=O)cc3)cc2)s1
36: CCN(CC)C(=O)c1[nH]cnc1C(=O)N[C@@H](C)C(=O)OCc1ccccc1
37: CCOC(=O)c1c(C)[nH]c(N=Nc2ccccc2)c1C
38: CCn1c(=O)cc(OCC(=O)Nc2nc(C)cs2)c2ccccc21
39: Cc1ccccc1-c1nn(-c2ccc(F)cc2F)cc1CNCCCN(C)C
40: CCN(CC)c1ccc(N=Cc2cc(Br)ccc2O)cc1

entry no.,33,34,35,36,37,38,39,40
p97 ATPase inh,5.0,3.4,4.4,1.0,-2.7,5.1,5.7,2.1
14-3-3 Bad PPI,-6.8,-8.5,36.5,-1.4,7.3[fluorescence artefact?],9.6,6.4,-13.8
eIF4E-4G inh,-1.2,-9.8,-3.5,2.6,-7.2[fluorescence artefact?],0.3,18.1,8.8
Rad51 HR inh,5.7,-9.2,-6.5,0.2,8.1,0.0,nt,-6.9
KLK5 inh,5.2,-18.4,-10.1,-0.3,-3.2,-0.1,nt,-2.3
FXIIa inh 1536,18.3,13.6,2.8,10.2,1.8,2.8,7.0,8.5
Wee1 stabilizer,-3.4,3.4,1.3,-1.6,5.3,5.1,1.1,2.1
Mdm2 ligase inh,0.8,-2.8,0.1,nt,nt,0.6,-12.8,-3.3
FXIa inh,1.7,3.8,3.5,-0.5,0.7,-8.8,1.2,1.4

41: O=C(CN1C(=O)NC2(CCCC2)C1=O)Nc1ccc(F)cc1
42: Nn1c(SCC(=O)Nc2ccc(S(=O)(=O)N3CCCC3)cc2)nnc1C(F)(F)F
43: CC(/C=C/c1ccc(C)o1)=C\C(=O)O
44: CCCc1nnc(NC(=O)CCC(=O)N2CCN(S(=O)(=O)c3ccc(F)cc3)CC2)s1
45: COc1ccccc1NC(=O)c1ccc(-c2ccccc2F)o1
46: Cc1ccc(C(=O)OCC(=O)Nc2ccccc2)cc1NC(=O)c1ccco1
47: COc1cc(SC)ccc1C(=O)N1CCN(c2ccc(O)cc2)CC1
48: COc1ccc(CNC(=O)COC(=O)c2n[nH]c3ccccc23)cc1OC
49: Cc1nn(CC(=O)N/N=C/c2cccs2)c(C)c1[N+](=O)[O-]
50: COCCNC(=O)Nc1ccc2nc(C)sc2c1

entry no.,41,42,43,44,45,46,47,48,49,50
p97 ATPase inh,1.3,3.9,1.4,5.9,-1.9,4.2,5.6,0.4,0.1,3.7
14-3-3 Bad PPI,-13.1,-1.0,-14.1,-1.1,-6.3,-3.5[fluorescence artefact?],-6.0,0.3[fluorescence artefact?],-11.7,0.8
eIF4E-4G inh,-3.5,-1.1[fluorescence artefact?],11.5[fluorescence artefact?],4.5,4.4,-0.7,0.4,1.0,-2.1,-0.4[fluorescence artefact?]
Rad51 HR inh,3.4,3.3,0.6,nt,-0.8,-3.6,2.0,-3.2,nt,-6.7
KLK5 inh,-13.3,-1.8,2.5,-1.0,-1.0,-4.8,-1.0,2.3,-3.3,-8.0
FXIIa inh 1536,23.8,-18.5,11.2,1.0,-13.4,10.4,10.3,-8.2,5.5,15.9
Wee1 stabilizer,-0.3,0.4,2.9,1.7,4.7,-0.2,-2.0,-1.0,-1.3,1.3
Mdm2 ligase inh,1.9,-1.4,3.2,-9.6,-8.3,-17.9,-3.9,-9.4,-1.7,nt
FXIa inh,-0.1,-13.0,-9.1,0.6,-4.0,4.4,5.4,-17.0,-2.0,8.0
